Cav32 inh – blocks human Cav3.2 T-type calcium channel | O95180 | Cav3.2-expressing cells, Fluo-4 calcium fluorescence FDSS; hits give low values | B-score at 10 µM | hit rate 4% among 100,000 | AID 449739;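 active = single-dose well whose peak fluorescence ratio is a statistical outlier from its plate by either plate-standardised score or position-corrected B-score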
Numbers without * were called inactive. Not all compounds are listed; the hit share may differ from the screen's.

no.	SMILES	Cav32 inh
1	O=C(CSc1oc(-c2cccs2)nc1S(=O)(=O)c1ccc(F)cc1)NCC1CCCO1 (configuration not stated)	-0.916
2	COc1ccc(OCc2nnc3n2N=C(c2ccc(Br)cc2)CS3)cc1	-2.48
3	COc1ccccc1N(C)S(=O)(=O)c1ccc(C(=O)NCC(C)C)cc1	0.0852
4	Cc1nc2c(-c3ccccc3)c(C)nn2c(N)c1-c1ccccc1	-1.14
5	Cc1ccc(N(c2ncnc(N)c2[N+](=O)[O-])C2CCCCC2)cc1	-0.786
6	CC1=CC(C)(C)N2C(=O)C3(C(C#N)=C(N)Oc4cc(C)oc(=O)c43)c3cc(C)cc1c32 (configuration not stated)	0.0922
7	O=C(Nc1ccc(Cl)cc1)N1CC=CCC1	-0.232
8	Cc1ccc(C(Sc2ccccc2)C(Cn2cncn2)C(=O)c2ccccc2)cc1 (configuration not stated)	0.739
9	O=C(Nc1nnc(CCOCCOCCc2nnc(NC(=O)c3ccco3)s2)s1)c1ccco1	0.766
10	O=c1nc(N2CCCCCC2)nc(N2CCCCCC2)[nH]1	0.201
11	Cc1ccc(C(=O)NCc2ccccn2)c(Cl)c1	1.07
12	O=C(COc1ccc(Br)cc1)Nc1ccncc1	-0.0177
13	CC(=O)Nc1nc(=S)ss1	-0.339
14	COc1cc(/C=C(/C#N)c2ccccc2)ccc1Oc1ccc([N+](=O)[O-])cn1	-2.43
15	C=CCOC(=O)C1=C[C@@H](c2cn(C(C)=O)c3ccccc23)C[C@@H](OCCCCO)O1	-1.48
16	COC(=O)c1ccccc1NC(=O)CSc1nnc(-c2ccncc2)o1	1.25
17	Fc1ccccc1COc1ccc(Br)cc1CNCc1ccncc1	0.827
18	O=C(NCc1ccc2c(c1)OCO2)c1ccc(C2SCC(=O)N2Cc2ccco2)cc1 (configuration not stated)	-1.34
19	COc1ccc(CCNCc2csc3nc4ccccc4n23)cc1OC	0.598
20	COc1cccc(C2=CC(=O)CC(c3ccco3)C2)c1 (configuration not stated)	-0.36
21	O=C(c1n[nH]c2c1CCCC2)n1ccnc1	0.294
22	CCCCCn1c(N)c(-c2nc3ccccc3s2)c2c([N+](=O)[O-])nn(CC)c(=O)c21	-0.941
23	O=C(NCCC1=CCCCC1)c1ccc2c(c1)N(Cc1ccccc1)C(=O)CS2	-3.9
24	O=C(c1cccs1)N1CCN(CCCc2ccccc2)CC1	0.793
25	CC1CCN(C(=O)C2c3ccccc3C(=O)N3CCc4ccccc4C23)CC1 (configuration not stated)	-1.38
26	Cn1cnnc1SCc1ccc(C#N)cc1Cl	0.175
27	CC1=C(C(=O)OC(C)C)C(C2CC=CCC2)NC(=O)N1 (configuration not stated)	-1.22
28	O=C(CNS(=O)(=O)c1ccccc1Br)OCC(=O)N1CCc2ccccc21	0.191
29	COc1ccc(NC(=O)CSc2ccc3c4c(cccc24)C(=O)c2ccccc2-3)cc1	-4.36
30	CC1CCN(CCCn2c(=S)[nH]c3ccc(N4CCOCC4)cc3c2=O)CC1	-4.66*
31	Cc1ccc(NC(=O)CN2CCC(C(=O)c3ccc4c(c3)OCCO4)CC2)cc1	-2.83
32	C[C@H](NC(=O)OC(C)(C)C)c1nnc(SCC(N)=O)o1	-0.586
33	CCC(C)(C)n1nnnc1C(C(C)C)N1CCSCC1 (configuration not stated)	-0.924
34	O=C(NCc1ccco1)C(c1cccs1)N(C(=O)C1COc2ccccc2O1)c1cccc(O)c1 (configuration not stated)	-8.6*
35	COc1cccc(NC(=O)CC2(CC(=O)O)CCCC2)c1	0.636
36	CCOc1cc(C(=O)NC(C)COC)cc(OCC)c1OCC (configuration not stated)	0.629
37	Cc1c(C)n(C(=O)CSc2nc3ccccc3[nH]2)c2ccccc12	-2.59
38	O=C1C=C(c2ccccc2)CC(c2ccc(F)cc2)C1 (configuration not stated)	-0.751
39	O=C(OCC(=O)N1CCN(c2ccccc2)CC1)c1ccc2ncsc2c1	-1.74
40	CC1CN(C2CCN(C(=O)COc3ccc(Cl)cc3)CC2)CC(C)O1 (configuration not stated)	0.364
41	Cc1ccc(C(c2nnnn2CCc2ccccc2)N2CCC(C)CC2)cc1 (configuration not stated)	-7.41*
42	COc1ccc(C(C)=O)cc1COC(=O)Cc1n[nH]c(=O)c2ccccc12	0.581
43	OCc1ccccc1CNCc1ccccc1	1.21
44	Cc1cccc2[nH]c3c(=O)n(CCN4CCNCC4)cnc3c12	0.149
45	Cn1c(=O)c2c(ncn2CC(=O)Nc2ccccc2Sc2ccccc2)n(C)c1=O	0.721
46	O=C(NC1CCCCC1)c1ccc(S(=O)(=O)N2CCCC2)cc1	0.372
47	Cc1ccc(S(=O)(=O)N2CCN(S(=O)(=O)c3ccc4c(c3)OCCO4)CC2)cc1	-0.575
48	NC(=O)CCNC(=O)c1ccc(Cl)cc1	0.484
49	COc1ccc(NC(=O)N(C2CCCCC2)C(C)c2cccnc2)c(OC)c1 (configuration not stated)	-0.562
50	O=C(Nc1cnn(Cc2ccc(F)cc2)c1)c1cnccn1	0.29

Shown field by field: four of the compounds above
47) Cc1ccc(S(=O)(=O)N2CCN(S(=O)(=O)c3ccc4c(c3)OCCO4)CC2)cc1
  Cav32 inh = -0.575

48) NC(=O)CCNC(=O)c1ccc(Cl)cc1
  Cav32 inh = 0.484

49) COc1ccc(NC(=O)N(C2CCCCC2)C(C)c2cccnc2)c(OC)c1 (configuration not stated)
  Cav32 inh = -0.562

50) O=C(Nc1cnn(Cc2ccc(F)cc2)c1)c1cnccn1
  Cav32 inh = 0.29

The results go on.
no.	SMILES	Cav32 inh
51	CS(=O)(=O)N(CC(=O)N1CCN(Cc2ccccc2)CC1)c1ccc2c(c1)OCCO2	0.914
52	O=C(c1ccc(Cn2c(=O)[nH]c3ccccc3c2=O)cc1)N1CCN(c2ccccn2)CC1	-1.48
53	O=C1C2CCCN2C(c2ccccc2)N1c1ccc(F)cc1 (configuration not stated)	0.771
54	Cc1[nH]c2ccccc2c(=O)c1CN1CCCCC1	0.0232
55	O=C(C1CCCCC1)N1CCCc2ccccc21	0.0295
56	COc1cccc(N2C(=O)N(c3ccccc3Cl)C3CS(=O)(=O)CC32)c1 (configuration not stated)	0.734
57	CCOC(=O)c1[nH]c(COC(=O)CCCOc2ccccc2)c(C(=O)OCC)c1C	-1.23
58	CCn1nccc1C(=O)Nc1ccc(S(=O)(=O)NC23CC4CC(CC(C4)C2)C3)cc1	-3.64
59	CCOC(=O)C1[C@H]2C(=O)N(C(C)c3ccc(OC)cc3)C[C@]23C=C[C@H]1O3 (some centres not stated)	0.743
60	O=C(C1=C[C@@H](c2ccc(Br)cc2)C[C@@H](OCCCCO)O1)N1CCN(Cc2ccc3c(c2)OCO3)CC1	-0.636
61	O=C(O)CCCC(=O)NCCc1cccc(Cl)c1	-0.0941
62	Cn1nc(CC(=O)NCc2ccc(C(F)(F)F)cc2)c2ccccc2c1=O	-0.906
63	CCOC(=O)N1CCN(C(=O)C2CCCN(S(=O)(=O)c3ccc(C)cc3)C2)CC1 (configuration not stated)	0.716
64	O=C(O)COc1ccc(=O)n(-c2ccccc2)n1	0.341
65	Cc1ccc(NC(=O)N2C(=O)C3(OCCO3)c3ccccc32)cc1	0.699
66	O=C(COC(=O)CCc1ccc(S(=O)(=O)N2CCOCC2)cc1)Nc1ncc(C(F)(F)F)cc1Cl	1.28
67	CCC(C)c1ccc(NC(=O)c2cccnc2)cc1 (configuration not stated)	0.131
68	Cc1cc(OCCNCCO)cc(C)c1Cl	-1.26
69	O=C1CCOc2cc(OCc3ccccc3)ccc21	-0.387
70	CC(C(=O)N1CCCc2c1c(=O)oc1ccc(O)cc21)N1CCc2ccccc2C1 (configuration not stated)	-0.64
71	O=C(COC(=O)c1ccco1)Nc1nc2ccccc2s1	-0.917
72	COc1cc(S(=O)(=O)N2CCCCC2)ccc1NC(=O)Cc1ccccc1	-0.00273
73	CCC(NC(C)C)C(O)c1ccc(O)c(O)c1 (configuration not stated)	0.888
74	O=C(Nc1nnc(CC2=CCCCC2)s1)c1cccs1	-1.26
75	CN1C(=O)N(C)C2(c3ccccc3)Nn3c(s/c(=C/c4ccccc4)c3=O)=NC12c1ccccc1 (configuration not stated)	0.518

An excerpt from above in order of length of the SMILES, rising.
no.	SMILES	Cav32 inh
67	CCC(C)c1ccc(NC(=O)c2cccnc2)cc1 (configuration not stated)	0.131
74	O=C(Nc1nnc(CC2=CCCCC2)s1)c1cccs1	-1.26
57	CCOC(=O)c1[nH]c(COC(=O)CCCOc2ccccc2)c(C(=O)OCC)c1C	-1.23
60	O=C(C1=C[C@@H](c2ccc(Br)cc2)C[C@@H](OCCCCO)O1)N1CCN(Cc2ccc3c(c2)OCO3)CC1	-0.636

(cont.)
no.	SMILES	Cav32 inh
76	CCCN1CCN(C(=O)Cn2ncc3ccccc32)CC1	0.733
77	CCCc1cc(NCCCN2CCOCC2)n2c(nc3ccccc32)c1C#N	0.801
78	Cc1ccccc1C(=O)NCCN=C1NS(=O)(=O)c2ccccc21	0.0325
79	CSc1nc(Cl)c(C#N)c(-c2ccc(C)cc2)n1	0.0104
80	CCOC(=O)c1[nH]c(C)c(/C(O)=C2\C(=O)C(=O)N(CCCN(C)C)C2c2cccnc2)c1C (configuration not stated)	0.771
81	CC(C)Oc1ccc(CSc2nnc3n(C)c(=O)c4c5c(sc4n23)CCCC5)cc1	0.529
82	CCC(C)C(=O)Nc1c2c(nc3c1CCC3)CCCC2 (configuration not stated)	-0.00186
83	Cc1ccc(C2N(C)c3ccccc3-c3nc4ccccc4n32)o1 (configuration not stated)	-5.37*
84	COc1ccc(CC(=O)Nc2ccc(-c3noc(-c4cccc(OC)c4)n3)cc2)cc1	-4.21*
85	c1coc(-c2nn3c(Cn4nnc5ccccc54)nnc3s2)c1	-0.226
86	CCOC(=O)N1CCN(C(=O)Cc2ccc(-n3c(=O)[nH]c4ccccc4c3=O)cc2)CC1	0.283
87	O=C(COC(=O)c1ccc[nH]c1=O)c1ccc(Cl)s1	-0.468
88	COC(=O)c1ccccc1NC(=S)NC(=O)c1cccc2ccccc12	-0.000335
89	COc1ccc2nc(SCc3nc(N)nc(Nc4ccccc4)n3)[nH]c2c1	-0.855
90	CS(=O)(=O)N1CCN(c2ccccc2NC(=O)c2ccc(-c3ccc(Br)cc3)o2)CC1	-1.29
91	COCCNC(=O)C(c1ccc(C)o1)N(Cc1ccc(OC)cc1)C(=O)Cn1nnc2ccccc21 (configuration not stated)	0.151
92	CC(=O)NC1=NN(C(C)=O)C2(S1)C(=O)N(C(C)C)c1ccc(C)cc12 (configuration not stated)	0.713
93	COC(=O)c1ccc(NC2=CC(=O)CC(C)(C)C2)cc1	0.685
94	COc1cccc(NC(=O)CSc2nnc(-c3ccoc3C)n2-c2ccccc2)c1	-6.17*
95	COC(=O)CN(c1ccc(OC)cc1)S(=O)(=O)c1c(C)noc1C	0.268
96	Cc1cccc(OCCn2c(=S)[nH]c3ccccc32)c1	-3.76
97	COc1ccc(-c2cc(C(=O)N3CCOCC3)no2)cc1OC	-0.0142
98	CCOC(=O)NC(=O)CSc1nnnn1-c1ccc(C)cc1	0.41
99	CCC(C)(C)C(=O)Nc1ccc(OC)cc1[N+](=O)[O-]	1.84
100	CC1CCN(c2ccccc2NC(=S)NC(=O)c2ccc(-c3cccc([N+](=O)[O-])c3)o2)CC1	0.00493
101	Cc1ccc(NC(=O)c2cccc(N3C(=O)CCC3=O)c2)nc1	1.37
102	CCn1c(COc2cccc3cccnc23)nnc1SCC(=O)O	0.0282
103	CC(C)OCCCNC(=O)c1cc2c(=O)n(C)c3ccccc3c2n1C	0.978
104	CN1CCN(S(=O)(=O)c2ccc(NC(=O)Cc3cccs3)cc2)CC1	-0.295
105	COCCn1c(=O)c2c(nc3n2CCN3c2ccc(C)cc2)n(C)c1=O	0.195
106	CCn1c(SCc2nc(-c3ccccc3)no2)nnc1-c1cccs1	-0.788
107	O=C(NC1CCCCC1)c1cccc(COCC(F)(F)F)c1	0.00814
108	CCC(c1nnc(SCC(=O)Nc2ccc(C(=O)Nc3ccccc3OC)cc2)o1)N(C)C (configuration not stated)	-1.25
109	CC(=O)N1[C@H](C)C=C[C@]1(Cc1ccccc1)C(=O)NCc1cc(F)cc(C(F)(F)F)c1	-0.225
110	O=C(COC(=O)c1n[nH]c2ccccc12)NC(=O)NC1CCCC1	-1.29
111	COc1ccc(C(=O)c2cc3ccc(O)cc3oc2=O)cc1	0.628
112	CC1CCN(C(=O)C(NS(=O)(=O)c2cccc3nsnc23)c2ccccc2)CC1 (configuration not stated)	1.14
113	COc1ccc(C(CC(=O)N2CCN(c3ccccc3)CC2)c2c(OC)cc(OC)c3ccc(=O)oc23)cc1 (configuration not stated)	-2.47
114	O=C(CCCCCn1c(=S)[nH]c2cc3c(cc2c1=O)OCO3)N1CCN(Cc2ccccc2)CC1	0.00907
115	CCC(C)[C@H](NC(=O)Nc1ccc(C(C)=O)cc1)C(=O)OC (some centres not stated)	1.11
116	Cc1ccccc1OCc1nc(-c2ccc(NC(=O)c3ccco3)cc2)no1	0.385
117	Nc1ccc(C(=O)Nc2nc3ccccc3s2)cc1	0.174
118	O=C(CNC1CCCCCC1)Nc1ccc(S(=O)(=O)NC2CC2)cc1	0.0666
119	[O-][n+]1c2c(c3c4non(O)c4ccc31)CCCC2	-6.75*
120	O=C(COC(=O)c1ccccc1OCc1ccc(Cl)cc1)NC1CC1	-0.84
121	Cc1cccc(N(CC(=O)NCCC2=CCCCC2)S(C)(=O)=O)c1C	-1.46
122	CCN(CC)S(=O)(=O)c1ccc(NC2CCCc3ccccc32)nc1 (configuration not stated)	-0.0843
123	COC(=O)c1ccc(C(=O)Nc2cc(Cl)ccc2Cl)cc1NC(=O)c1ccc(N(C)C)cc1	1.05
124	O=C1c2ccccc2C(Nc2ccc(S(=O)(=O)N3CCCCC3)cc2)N1c1ccccn1 (configuration not stated)	-2.98
125	COC(=O)c1sccc1NC(=O)Cn1cnc2c1c(=O)n(C)c(=O)n2C	1.11

Bioassay records (PubChem BioAssay)
